S3 lipid droplet – qHTS Assay for Lipid Storage Modulators in Drosophila S3 Cells. Drosophila S3 cells, BODIPY lipid droplet fluorescence, 18-24 h; cells fed with added oleic acid. Potency in µM for hits, for the others lipid storage change, negative = inhibition, % at the top dose, mostly 46.1 µM. hit rate 0.64% among 320,000. AID 2685, 2010; active means well fitted inhibition curve with a large enough effect in the signal ratio, with a control signal flat, not every such curve was filed as active; inconclusive means small, poorly fitted or top-dose-only effect, or effect the other way, or a change in a side signal; the % refers to the signal ratio
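Drosophila S3 cells got compounds at several concentrations plus oleic acid (400 uM solution). Laser-scanning cytometry with 488 nm excitation read lipid droplets at 500-530 nm and cells at 575-640 nm. Percent activity was relative to 20 uM Triacsin C.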
S3 lipid droplet cell count max – second read-out of S3 lipid droplet, no call of its own (marks repeat the call); cell number change, %; measured here: cell count max response;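 cells counted by Cell Tracker Red CMTPX staining in the red channel; peak over a dose series mostly up to 46.1 µM; percent activity relative to internal control wells on each plate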
* = called active by the depositor; i = inactive; ? = inconclusive; nt = not tested or not shown. On the % scale 0 is the no-effect control and ±100 the full control effect; potency means the concentration at half of the fitted maximal effect.

mol,S3 lipid droplet,S3 lipid droplet cell count max
CC(C)CC(NC(=O)C(COCc1ccccc1)NC(=O)OC(C)(C)C)C(=O)NN (configuration not stated),?,nt
CCC(C)(C)NC(=O)C(c1ccc(OC)cc1)N(CCOC)C(=O)CCC(=O)Nc1nccs1 (configuration not stated),?,nt
COCCN(C(=O)CNC(=O)c1ccco1)C(C(=O)NC1CCCCC1)c1cccc(OC)c1 (configuration not stated),?,nt
CCOC(=O)c1c(C)[nH]c(C(=O)OCC(=O)NCc2ccc(F)cc2)c1C,?,nt
C=CCn1c(SCC(=O)NC2CC2)nnc1-c1cccc(OC)c1,?,nt
O=C(NCc1cccc(C(F)(F)F)c1)C1CC(c2cccc(F)c2)=NO1 (configuration not stated),10%,22
O=S(=O)(Nc1ccccn1)c1cccs1,?,nt
Cc1cccc(-c2nc(CN3CCN(C(=O)C4CCCO4)CC3)cs2)c1 (configuration not stated),?,nt

(continued)
mol,S3 lipid droplet,S3 lipid droplet cell count max
CC(C)(C)c1nn2cnnc2n(/N=C/c2ccc(O)cc2)c1=O,1%,5
Cc1cccc(C)c1NC(=O)C1NC(=O)CC1c1ccccc1 (configuration not stated),?,nt
CCOC(=O)c1c(C)n(C)c2ccc(OC)c(NS(=O)(=O)CC)c12,28%,3
O=C(Nc1cc([N+](=O)[O-])ccc1Cl)C(Sc1ccccc1)c1ccccc1 (configuration not stated),?,nt
Cn1c(=O)[nH]c(=O)c2[nH]c(N(Cc3ccccc3)Cc3ccccc3)nc21,?,nt
C=C(C)CN(CC)Cc1c(C(=O)N(C)CCCC)nc2ccccn12,4%,18
OC1CCCN(CC(O)COC(c2ccc(F)cc2)c2ccc(F)cc2)C1 (configuration not stated),?,nt
O=[N+]([O-])c1ccc(Nc2nc(N/N=C\c3ccc4c(c3)OCO4)nc(N3CCCCC3)n2)cc1,-18%,-16

Next compounds follow.
mol,S3 lipid droplet,S3 lipid droplet cell count max
COc1ccc(CSc2cccc3cccnc23)cc1[N+](=O)[O-],?,nt
CCOC(=O)c1c(C)[nH]c(/C(C)=N/O)c1C,9%,-1
CN(CC1COCCO1)c1nc2nonc2nc1N1CCSCC1 (configuration not stated),5%,nt
COCCNC(=O)[C@@H]1CCCN1S(=O)(=O)c1cccc2cccnc12,-5%,-21
O=C(Nc1ccccc1N1CCN(C(=O)c2ccc(Cl)cc2)CC1)c1cccc([N+](=O)[O-])c1,-28%,11
O=C1NCCCC2c3c(cc(Br)c(O)c3Br)OC12N1CCCCC1 (configuration not stated),-10%,1
COc1ccc(CNC(=O)CCC(=O)n2ncc3cc(C)ccc32)cc1,12%,9
C=CCOc1cccc(/C=N/NC(=O)C(OC)c2ccccc2)c1 (configuration not stated),?,nt

Full records from above.
`CCOC(=O)c1c(C)[nH]c(/C(C)=N/O)c1C` is listed as S3 lipid droplet: 9%; S3 lipid droplet cell count max: -1
`O=C1NCCCC2c3c(cc(Br)c(O)c3Br)OC12N1CCCCC1` (configuration not stated) is listed as S3 lipid droplet: -10%; S3 lipid droplet cell count max: 1

The list continues.
mol,S3 lipid droplet,S3 lipid droplet cell count max
Cc1cccc(N2C(=O)CC(N(C(=O)c3ccco3)c3cccc(C)c3)C2=O)c1 (configuration not stated),-2%,1
CS(=O)(=O)Nc1ccc(C(=O)NCCSCc2ccco2)cc1,?,nt
Cc1c(C)c2ccc(OC3CCCCC3=O)cc2oc1=O (configuration not stated),i,7
FC(F)(F)Oc1ccc(NC(=S)NCc2ccccc2)cc1,i,nt
C[C@H](NC(=O)[C@H](Cc1ccccc1)n1c(=O)[nH]c2ccccc2c1=O)C(=O)N1CCC[C@H]1C(=O)O,-6%,9
COc1ccccc1N(Cc1ccccc1)S(=O)(=O)c1cccc(C(=O)Nc2cc(C)ccn2)c1,?,nt
CC1(C)CC(NC(=O)C(F)(F)F)CC(C)(C)N1OC(=O)c1ccco1,?,nt
CCn1c(CSc2ncn[nH]2)nc2cc(C(=O)O)ccc21,?,nt

Next part.
mol,S3 lipid droplet,S3 lipid droplet cell count max
Cc1ccccc1-n1c(=O)n(Cc2ccccc2)c(=O)c2[nH]cnc21,16%,-11
COc1ccc(NC(C)=O)cc1NC(C)C(=O)Nc1cccc2ccccc12 (configuration not stated),?,nt
O=C(CSc1nnc(Cc2ccsc2)o1)c1ccccc1,?,nt
O=S(=O)(N1CCCCC1)n1c(Cc2ccccc2)nc2ccccc21,?,nt
O=C(Nc1cccc(O)c1)c1cc(-c2ccco2)on1,?,nt
CCOc1ccccc1N1CC(C(=O)Nc2ccc(C(=O)O)cc2)CC1=O (configuration not stated),?,nt
CCCCC(=O)Nc1nnc(CCc2ccccc2)s1,23%,-4
CCOC(=O)C1CCCN(Cc2cc(Br)ccc2OC)C1 (configuration not stated),-30%,10

A draw from above in order of count of non-hydrogen atoms, falling.
mol,S3 lipid droplet,S3 lipid droplet cell count max
CCOc1ccccc1N1CC(C(=O)Nc2ccc(C(=O)O)cc2)CC1=O (configuration not stated),?,nt
Cc1ccccc1-n1c(=O)n(Cc2ccccc2)c(=O)c2[nH]cnc21,16%,-11
O=C(CSc1nnc(Cc2ccsc2)o1)c1ccccc1,?,nt

Next section
mol,S3 lipid droplet,S3 lipid droplet cell count max
Cc1cccc(-c2nnc(SCC(=O)NC3CCCC3)o2)c1,-39%,-22
COc1ccc(-c2cnc(N)nc2-c2ccc(OCc3ccccc3)cc2O)cc1,0%,-22
CC(C)(C)n1nnnc1C(c1cccs1)N(Cc1cccnc1)CC1CCCO1 (configuration not stated),27%,2
COC(=O)c1cc(NC(=O)c2cc(-c3ccc(Cl)cc3)oc2C(F)(F)F)ccc1N1CCOCC1,?,nt
O=C(Nc1ccccc1F)C1CCN(S(=O)(=O)c2cccnc2)CC1,?,nt
O=C(CN1CCN(c2ccc(O)cc2)CC1)Nc1ccc2c(c1)OCCCO2,-2%,0
Cc1ccc2oc(-c3cccc(NC(=O)c4ccc(Br)o4)c3C)nc2c1,?,nt
CCOC(=O)c1c(NC(=O)NC(C)(C)C)sc2c1CCN(C)C2,4%,6

(next part)
mol,S3 lipid droplet,S3 lipid droplet cell count max
CCOC(=O)C1CCCN(C/C(O)=C(\C#N)c2nc(-c3ccc(Cl)cc3)cs2)C1 (configuration not stated),?,nt
Cn1c(-c2ccccc2)cnc1NCc1cc(Cl)ccc1O,i,2
CC(C)S(=O)(=O)c1csc(C(=O)NNC(=O)Nc2ccccc2)c1Cl,21%,nt
COc1cccc(C(=O)Nc2nc(-c3ccccc3)c(-c3ccccc3)o2)c1,?,nt
CCOC(=O)C1CCN(C(=O)c2ccc3c(=O)n4nc(Nc5cc(C)ccc5C)sc4nc3c2)CC1,?,nt
Cc1ccc(C)c(NC(=O)CCC(=O)OC(C(=O)c2ccccc2)c2ccccc2)c1 (configuration not stated),-13%,0
COc1cc([N+](=O)[O-])ccc1NC(=O)CCN1C(=O)C2C3CCC(C3)C2C1=O (configuration not stated),?,nt
CCOC(=O)CSc1cc(C)nc(N)n1,?,nt

Next records follow:
mol,S3 lipid droplet,S3 lipid droplet cell count max
NC(=O)c1ccccc1NCC(=O)c1ccc(Cl)cc1,7%,11
O=c1oc(-c2ccccc2NS(=O)(=O)c2ccc(F)cc2)nc2ccccc12,-1%,7
COc1ccc(N2CCN(CCNC(=O)CCCn3c(=O)[nH]c4cc(Cl)ccc4c3=O)CC2)cc1,i,nt
CCOc1ccc(CNCCCSc2ncccn2)cc1,-18%,7
Cc1cc(NS(=O)(=O)c2ccc(NC(=O)CCCC(=O)O)cc2)nc(C)n1,-13%,-6
CCCC1(C(=O)O)NC(c2ccccc2O)C2C(=O)N(c3cccc(Cl)c3)C(=O)C21 (configuration not stated),?,nt
Cc1ccccc1C(C(=O)NC1CCCCC1)N(C(=O)CNC(=O)c1ccco1)c1cccnc1 (configuration not stated),?,nt
COc1ccc(OC)c(S(=O)(=O)N2CCN(C34CC5CC(CC(C5)C3)C4)CC2)c1,?,nt

Later entries.
mol,S3 lipid droplet,S3 lipid droplet cell count max
COc1cccc(NC(=O)c2cccc(C(=O)Nc3cccc(OC)c3)n2)c1,?,nt
COc1ccc(S(=O)(=O)N2CCCCCC2)cc1C(=O)Nc1cc(C)ccn1,i,-4
CCCc1cc(C(=O)NCC(C)C)no1,?,nt
CCOc1cccc2cc(C(=O)NCc3ccc(F)cc3)c(=N)oc12,1%,-30
CC1CCCCN1C(=O)c1ccc(C(=O)N2CCCCC2C)cc1 (configuration not stated),?,nt
CC1CCCN(CCSc2ccc(Cl)cc2)C1 (configuration not stated),0%,10
O=C(CCSCc1ccccc1F)NCCc1ccccc1,4%,14
Cc1ccc(Cl)c2c1=NC(=O)C=2c1[nH]c(=S)[nH]c1O,5%,-7

(further entries)
mol,S3 lipid droplet,S3 lipid droplet cell count max
Fc1ccccc1-c1cc2ccccc2cn1,1%,-7
N#Cc1c(N)n(CCOC(=O)c2cccc([N+](=O)[O-])c2)c2nc3ccccc3nc12,18%,-16
Cc1cc([N+](=O)[O-])ccc1NCc1ccc2c(c1)OCCO2,i,-11
CCC1CCCCN1CCCNC(=O)C1CCC(CNS(=O)(=O)c2c(C)cc(C)cc2C)CC1 (configuration not stated),i,nt
Cn1c(CCC(N)=O)nnc1SCC(=O)Nc1ccccc1C(=O)NC1CC1,?,nt
Cc1cc(C)c(S(=O)(=O)N2CCCC(C(=O)NCc3ccccn3)C2)c(C)c1 (configuration not stated),?,nt
COCCCn1c(=O)c2sccc2n2c(CCCC(=O)N3CCN(c4ccccn4)CC3)nnc12,?,nt
Cc1ccc(OCCNS(=O)(=O)c2cccs2)cc1,?,nt

Next section:
mol,S3 lipid droplet,S3 lipid droplet cell count max
c1ccc(Cn2nnnc2CN2CCCC2)cc1,5%,-8
COc1ccc(C(=O)Nc2cccc(C)c2)cc1S(=O)(=O)N1CCOCC1,i,nt
COc1ccc(CC(=O)Nc2ccc(-c3nnc(-c4ccc(C)cc4)o3)cc2)cc1,0%,-9
CN(C)CCn1c(=S)[nH]c2ccc(Cl)cc2c1=O,5%,12
Cc1ccccc1NC(=O)C1CCCN(S(=O)(=O)c2cccc3cccnc23)C1 (configuration not stated),i,11
CCCCP(=O)(CCCC)Cc1ccccc1,?,nt
COc1ccccc1N1CCN(C(=S)Nc2ccccc2)CC1,?,nt
CCOc1ccccc1N1CCN(C(=O)c2ccc(OCC(=O)N3CCOCC3)c(OC)c2)CC1,?,nt

Other compounds.
mol,S3 lipid droplet,S3 lipid droplet cell count max
COc1ccc(NS(=O)(=O)c2ccc(NC(=S)NCC3CCCO3)cc2)cc1 (configuration not stated),?,nt
COc1ccccc1Cn1cccc1C=O,-2%,-8
COCCCn1c(SCC(=O)Nc2ccc(C(=O)OC)cc2)nc2ccccc2c1=O,?,nt
O=C(NC1=NCCS1)C1CCN(S(=O)(=O)c2ccc(Cl)cc2)CC1,21%,22
Cc1cccc(S(=O)(=O)N/N=c2\sc3ccccc3n2C)c1,12%,-1
COc1ccccc1-n1c(-c2cccnc2)n[nH]c1=S,i,nt
CCN1CCc2c(sc(NC(=O)c3ccc(C(=O)c4ccccc4)cc3)c2C(N)=O)C1,?,nt
C=CCN1C(=O)C(O)(CC(=O)c2ccccc2)c2ccccc21 (configuration not stated),4%,-8

Of the compounds above, these have a COOH group.
mol,S3 lipid droplet,S3 lipid droplet cell count max
C[C@H](NC(=O)[C@H](Cc1ccccc1)n1c(=O)[nH]c2ccccc2c1=O)C(=O)N1CCC[C@H]1C(=O)O,-6%,9
CCn1c(CSc2ncn[nH]2)nc2cc(C(=O)O)ccc21,?,nt
CCOc1ccccc1N1CC(C(=O)Nc2ccc(C(=O)O)cc2)CC1=O (configuration not stated),?,nt
Cc1cc(NS(=O)(=O)c2ccc(NC(=O)CCCC(=O)O)cc2)nc(C)n1,-13%,-6
CCCC1(C(=O)O)NC(c2ccccc2O)C2C(=O)N(c3cccc(Cl)c3)C(=O)C21 (configuration not stated),?,nt

More entries.
mol,S3 lipid droplet,S3 lipid droplet cell count max
O=C1NCCN(Cc2ccc(F)cc2)C1CC(=O)N1CC=C(c2ccccc2)CC1 (configuration not stated),9%,7
CSCCC(C(=O)N(C)CC(=O)Nc1cccc(F)c1)N1C(=O)c2ccccc2C1=O (configuration not stated),14%,-10
COc1ccc(OC)c(NC(=O)c2ccc(OC3CSC3)cc2)c1,3%,8
O=c1c2cn(Cc3ccccc3)c3ccccc3c-2nn1Cc1ccc(F)cc1Cl,?,nt
Cc1ccc(NC2=NCC(=O)N2Cc2ccccc2)c(C)c1,8%,-1
COc1ccccc1N1CCN(C2CCCN(C(=O)CCc3cnccn3)C2)CC1 (configuration not stated),i,-23
COC(=O)NNC(=O)c1ccc(C)cc1,-10%,5
COc1cc(C2Nc3ccc4ncccc4c3C3=C2C(=O)CC(C)(C)C3)cc(OC)c1O (configuration not stated),?,nt

Continued:
mol,S3 lipid droplet,S3 lipid droplet cell count max
C=CCN1C(=O)c2ccc(C(=O)OCC(=O)N(CC)C3CCS(=O)(=O)C3)cc2C1=O (configuration not stated),?,nt
COc1ccc(C=Nc2cccc3ncccc23)cc1,5%,12
COc1ccccc1NC(=O)C1CCN(S(=O)(=O)c2cccs2)CC1,?,nt
COc1ccc(C(CNC(=O)CNC(=O)c2ccccc2)N2CCCC2)cc1 (configuration not stated),?,nt
CC1CN(CCCCOc2ccc3ccccc3c2)CC(C)O1 (configuration not stated),?,nt
O=C(O)c1ccc(N=NN2CCOCC2)cc1,-5%,5
NC(=O)c1ccccc1NC(=O)c1ccoc1,?,nt
CC(Sc1nc2ncc(Cl)cc2[nH]1)C(=O)Nc1ccc(C(N)=O)cc1 (configuration not stated),?,nt
CCOC(=O)N1CCN(CC(O)COc2ccc(C(C)C)c(C)c2)CC1 (configuration not stated),9%,-1

Screens: PubChem, National Center for Advancing Translational Sciences (NCATS)

An excerpt; the hit share may differ from the screen's.
